Cardio protect: modulators protecting cardiomyocytes from myocardial damage | AID 588492 | protection from H2O2 cell death, % at 20 µM | H9c2 cardiomyocytes, H2O2 injury protection, ATPLite, 2 h | actives 0.63% (n = 360,000);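 active = compounds giving at least 50% protection of heart cells from peroxide-induced death in the single-dose screen, raw or plate-pattern-corrected value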;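 also: 0% = DMSO wells with peroxide and 100% = DMSO wells without peroxide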
m5-HT2A agonist: agonists of mouse serotonin 5-HT2A receptor (HTR2A) | CHO-K1 mHTR2A beta-arrestin complementation, luminescence; percent of 30 µM serotonin response | actives 0.66% (n = 360,000) | AID 624169 | activation, % at 7.6 µM;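 active = activation above a run cutoff, the mean activation of all tested compounds plus 3 SD, cut at about 14% in these data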;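 also: 0% = plate median of compound wells and 100% = 30 µM serotonin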
Target sequence (P35363 whole entry, looked up): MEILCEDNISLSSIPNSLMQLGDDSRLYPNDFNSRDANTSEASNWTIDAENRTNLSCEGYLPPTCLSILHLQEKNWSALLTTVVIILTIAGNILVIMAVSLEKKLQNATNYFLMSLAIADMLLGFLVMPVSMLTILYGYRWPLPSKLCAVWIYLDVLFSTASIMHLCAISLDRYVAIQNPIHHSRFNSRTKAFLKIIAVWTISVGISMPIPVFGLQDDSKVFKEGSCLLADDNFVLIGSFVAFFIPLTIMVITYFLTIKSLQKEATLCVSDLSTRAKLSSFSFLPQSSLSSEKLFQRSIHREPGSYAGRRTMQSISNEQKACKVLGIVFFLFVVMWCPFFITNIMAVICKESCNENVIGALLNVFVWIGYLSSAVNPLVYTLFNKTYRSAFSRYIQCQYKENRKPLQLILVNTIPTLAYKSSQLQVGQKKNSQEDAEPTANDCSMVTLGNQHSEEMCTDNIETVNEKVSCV
ABCB6 inh 2: human ABCB6 transporter inhibition. actives 0.19% (n = 360,000). K562-ABCB6 porphyrin accumulation, flow cytometry, 1 h; active compounds read low. fluorescence ratio to DMSO, % at 10 µM. Q9NP58. AID 602162;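 active = fluorescence ratio to DMSO below 75%, the collection mean minus 3 SD; inconclusive = too few cells collected in the well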;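 also: signal is porphyrin accumulated inside mitochondria; 100% equals median channel fluorescence of DMSO control wells; lower ratio means ABCB6 inhibition with less porphyrin fluorescence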
NOD2 RIPK2 PPI: inhibitors of human NOD2-RIPK2 interaction | O43353 | CHO BLA complementation NOD2-RIPK2, CCF4 ratio | inhibition, % at 4.98 µM | actives 0.38% (n = 360,000) | AID 624267; in the data active = inhibition above about 21%;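 also: 0% = vehicle only and 100% = reference blocker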
N-glyco inh: blocks N-linked glycosylation in D54 reporter cells. D54 ERlucT glycosylation luciferase reporter, 24 h; percent of 100 nM tunicamycin response. reporter increase, % at 12.5 µM. actives 0.23% (n = 360,000). AID 588692;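 active = mean luciferase reporter signal, scaled so untreated is 0 and the glycosylation-blocking control 100, at or above a set limit in every replicate; inconclusive = mean reaches the limit but not every replicate does; inactive = mean below the limit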;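 also: luciferase carries N-glycosylation sites so blocking glycosylation raises the light; 0% = median of neutral control wells and 100% = median of 100 nM tunicamycin wells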
SRC2 inh: inhibits human steroid receptor coactivator 2 | Q15596 | HEK293 GAL4-SRC2 luciferase reporter, luminescence | inhibition, % at 9 µM | actives 0.17% (n = 370,000);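 active = inhibition above the mean inhibition of all tested compounds plus 3 SD, set per campaign, cut at about 52% in these data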;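 also: 0% = DMSO treated cells and 100% = cells given Gossypol at 36 µM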
MC4R antagonist: human MC4R antagonism in cAMP assay | actives 0.48% (n = 360,000) | MC4R-expressing cells, MTII-stimulated cAMP, LANCE TR-FRET | inhibition, % at 6.5 µM;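 active = inhibition above its plate's cutoff, the mean of tested wells on that plate plus 3 SD, cut at about 29% in these data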;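 also: 0% = Melanotan II alone and 100% = Melanotan II plus saturating MCL0020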
Target sequence (P32245 whole entry, looked up): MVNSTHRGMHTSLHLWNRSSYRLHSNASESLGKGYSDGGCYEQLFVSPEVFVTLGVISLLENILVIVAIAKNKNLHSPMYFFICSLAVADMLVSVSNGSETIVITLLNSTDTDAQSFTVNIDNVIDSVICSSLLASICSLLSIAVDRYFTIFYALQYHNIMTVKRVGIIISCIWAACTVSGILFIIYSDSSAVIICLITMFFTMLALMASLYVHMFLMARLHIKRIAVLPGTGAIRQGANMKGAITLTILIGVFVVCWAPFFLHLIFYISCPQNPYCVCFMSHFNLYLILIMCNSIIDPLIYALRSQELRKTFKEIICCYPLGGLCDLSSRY
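system = U2OS cells with stable human MC4R expression | also added = Melanotan II challenge after compound preincubation | dosing = one concentration, 6.5 µM nominal | incubation = compound 30 min, challenge 1 h, detection 1 h | measured by = TR-FRET with Eu-cAMP and labeled anti-cAMP, 671 nm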
MC4R barr agon: activates human MC4R beta-arrestin recruitment; AID 540308; activation, % at 8.9 µM; actives 0.98% (n = 360,000); U2OS MC4R beta-arrestin complementation, luminescence; percent of melanotan II response, DMSO zero; P32245;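 active = activation above a per-plate cutoff, the mean activation of sample wells on that plate plus 3 SD, cut at about 8% in these data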
ABHD5 PLIN5 PPI: ABHD5-PLIN5 protein interaction inhibition | Q00G26+Q8WTS1 | Split G. princeps luciferase complementation, luminescence, 4 h | inhibition, % at 4 µM | actives 0.78% (n = 360,000) | AID 602281;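 active = inhibition above the mean inhibition across every tested compound plus 3 SD, cut at about 22% in these data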;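 also: 0% = DMSO only wells and the 100% control is not disclosed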
TLR9-MyD88 inh: blocks human TLR9 binding to MyD88. Q9NR96+Q99836. CHO BLA complementation TLR9-MyD88, CCF4 FRET ratio. inhibition, % at 4.98 µM. actives 0.21% (n = 340,000). AID 504734;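 active = inhibition above the mean over all tested compounds plus 3 SD, cut at about 21% in these data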;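 also: 0% = DMSO only wells and 100% = clavulanate BLA inhibitor control wells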
Active calls of the source: *; u = inconclusive; x = no result given. Not all compounds are listed; rates above refer to the full screens.

SMILES	Cardio protect	m5-HT2A agonist	ABCB6 inh 2	NOD2 RIPK2 PPI	N-glyco inh	SRC2 inh	MC4R antagonist	MC4R barr agon	ABHD5 PLIN5 PPI	TLR9-MyD88 inh
COC(=O)[C@@]12CCCN1[C@H](c1ccc(-c3ccc4c(c3)OCO4)cc1)[C@H]1C(=O)N(C)C(=O)[C@H]12	5	-4	100	-1	-2	-5	-2	0.6	-6	-3
O=C(c1coc(=O)c(Br)c1)N1CCC(C(O)(c2ccccc2)c2ccccc2)CC1	-3	-8	95	-3	2	-19	1	-1.3	3	6
Cc1ccccc1NC(=O)CSc1nc2ccccc2c2nc(CCn3cncc3C)nn12	7	0	106	4	-2	-16	6	-2.0	-4	-7
CS(=O)(=O)c1ccc(N)c(SSc2cc(S(C)(=O)=O)ccc2N)c1	16	11	100	1	1	-70	5	-2.2	83*	0
Cc1ccccc1CO/N=C/c1[nH]ncc1Br	-3	7	94	6	-3	-33	2	-1.1	-3	-3
O=S(=O)(NCC1CC1)c1cc(Cl)cc(Cl)c1	-3	7	98	-8	0	-4	-1	-0.1	2	-15
Cc1cc(NC(=O)Nc2ccccc2)n(-c2ccccc2)n1	-2	-3	98	-15	0	9	5	-1.8	2	-15
NC(=O)C1(N2CCCCC2)CCN(C(=S)NCCc2ccccc2)CC1	-3	0	104	6	-1	-17	2	-3.2	4	-6
CCc1[nH]nc(C(=O)N2CCCC(Nc3ccc(C(C)C)cc3)C2)c1C (configuration not stated)	0	1	93	-1	2	-1	3	-1.2	-1	-4
CC(C)CNC(CC(=O)O)c1ccccc1 (configuration not stated)	1	-5	95	-5	1	10	25	1.6	-2	1
CCOc1ccc(S(=O)(=O)Nc2ccc(C(=O)N3CC(C)OC(C)C3)cc2)cc1 (configuration not stated)	-1	-7	u	-7	2	8	1	-2.9	-17	9
O=C(NCC(c1ccco1)N1CCOCC1)c1c(F)cccc1F (configuration not stated)	6	2	102	-2	2	-5	9	-0.4	-11	5
CCOC(=O)C1=C(C)NC(=S)NC1C (configuration not stated)	1	1	93	0	1	-6	6	-2.0	-1	4
O=C(NCCc1ccccc1)C1CCN(S(=O)(=O)N2CCCCCC2)CC1	-5	3	119	-6	0	2	0	1.9	3	6
O=c1c2sccc2[nH]c(=S)n1Cc1ccccc1	6	3	102	6	3	6	1	-1.3	0	1
COc1cc(S(=O)(=O)NCc2cccnc2)ccc1F	-6	1	100	-4	1	4	7	0.5	4	11
COc1ccc(CC(=O)Nc2nc(-c3cc(OC)ccc3OC)cs2)cc1	3	0	95	-13	-1	6	17	3.5	-4	3
O=C(CC1S/C(=N\S(=O)(=O)c2ccc(F)cc2)N(c2ccccc2)C1=O)Nc1ccccc1 (configuration not stated)	0	-1	96	-3	2	3	9	-0.2	1	-2
CN(CC(=O)Nc1cccc(F)c1)C(=O)CCCN1C(=O)c2cccc3cccc(c23)C1=O	-3	4	93	-16	0	-46	8	-1.4	4	1
Cc1nc(-c2ccc(NC(=O)c3ccccc3C)cc2)cs1	-13	-2	98	-6	-6	-33	18	-0.6	-2	-10
CCCCn1c(=N)n(CCOc2ccc(C)cc2)c2ccccc21	-20	-1	104	6	-2	-7	4	1.6	10	9
Cn1c(CNC(=O)c2ccccc2F)cc2ccccc21	4	-1	101	-3	-1	-2	0	-0.5	-2	-11
COc1ccc(C=CC(=O)c2ccc([N+](=O)[O-])cc2)cc1	3	-5	100	-12	-3	-24	-4	1.6	16	-4
CCN1CCCC1CNC(=O)CSc1cc(=O)n(C)c2cc(Cl)ccc12 (configuration not stated)	5	-9	91	-3	x	-1	1	-0.4	3	-1
CC[C@]12c3[nH]c4cc(CCC(=O)N(C)C)ccc4c3CCN1C(=O)[C@@H](CC(=O)NC(C)(C)C)C[C@@H]2C(=O)N1CCN(C(=O)C2CC2)CC1	-2	8	97	8	2	-27	6	-0.9	2	0
CCCc1c(C)c2ccccc2[nH]c1=O	-9	1	99	-4	1	0	1	-0.1	-1	-7
CC(=O)Oc1ccc(/C=N/NC(=O)C2CCCN2S(=O)(=O)c2ccc(Cl)cc2)cc1 (configuration not stated)	7	2	107	6	1	-10	-1	1.3	5	-14
CC(CNC(=O)c1ccccc1Cl)c1ccccc1 (configuration not stated)	-1	1	102	2	-2	-46	8	-0.5	6	-3
O=C(Cn1cnc2c(cnn2-c2ccc(F)cc2)c1=O)N1CCN(c2ccccc2F)CC1	-6	0	91	0	-1	3	0	-1.2	3	1
CCCCNC(=O)c1onc(CSc2nc3ccccc3[nH]2)c1C(=O)NCCCC	-7	0	98	3	2	1	4	2.5	-4	-11
C=CCOc1cccc(CNc2ccc3[nH]c(=O)[nH]c3c2)c1	-6	-3	94	-8	-2	-15	-4	-1.7	-5	8
OC(COCc1ccc2c(c1)OCO2)CN1CCN(Cc2ccccc2)CC1 (configuration not stated)	-7	8	104	1	-2	-3	-2	-0.1	4	3
Cc1cc(NS(=O)(=O)c2ccc(NC(=O)CSc3nc4ncccc4[nH]3)cc2)nc(C)n1	-2	-2	101	10	2	8	3	0.5	0	7
O=C1COc2ccccc2N1Cc1ccccc1Cl	2	-2	101	12	2	-19	7	-0.2	-2	2
COc1cc(C(=O)Nc2cccc(C)n2)ccc1OCC(=O)N1CCOCC1	12	4	103	-18	1	-6	1	-1.4	9	-9
CCN1CCN(C2=NC(=O)/C(=C/c3ccc(C)o3)S2)CC1	-5	9	102	-11	-1	14	-14	-1.7	0	2
O=C(COC(=O)c1n[nH]c2ccccc12)NCCc1ccc(Cl)cc1	-6	6	94	-3	2	6	-12	0.9	-3	0
CCCCOCCCNC(=O)C1CCCCC1	-2	2	101	-3	0	-8	7	-1.7	2	14
COc1ccc(S(=O)(=O)N2CCOCC2)cc1NC(=O)C1CC1	1	-7	97	10	0	6	6	-0.9	1	-3
COc1cc(NC(=O)C/C(C)=N/NC(=O)c2cccc(O)c2)c(OC)cc1Cl	11	3	103	-2	0	-47	-6	-1.1	18	-6

No new results follow: an excerpt of the list.
SMILES	Cardio protect	m5-HT2A agonist	ABCB6 inh 2	NOD2 RIPK2 PPI	N-glyco inh	SRC2 inh	MC4R antagonist	MC4R barr agon	ABHD5 PLIN5 PPI	TLR9-MyD88 inh
C=CCOc1cccc(CNc2ccc3[nH]c(=O)[nH]c3c2)c1	-6	-3	94	-8	-2	-15	-4	-1.7	-5	8
OC(COCc1ccc2c(c1)OCO2)CN1CCN(Cc2ccccc2)CC1 (configuration not stated)	-7	8	104	1	-2	-3	-2	-0.1	4	3
Cc1cc(NS(=O)(=O)c2ccc(NC(=O)CSc3nc4ncccc4[nH]3)cc2)nc(C)n1	-2	-2	101	10	2	8	3	0.5	0	7

Next part:
SMILES	Cardio protect	m5-HT2A agonist	ABCB6 inh 2	NOD2 RIPK2 PPI	N-glyco inh	SRC2 inh	MC4R antagonist	MC4R barr agon	ABHD5 PLIN5 PPI	TLR9-MyD88 inh
FC(F)Oc1ccc(NC(=S)NCc2ccco2)cc1Cl	-13	-2	92	-7	-1	-1	1	-2.6	-1	-7
Cc1cccc(NC(=O)CSc2ccc3nnc(-c4cccnc4)n3n2)c1	6	4	97	-9	3	-2	0	-1.5	3	4
Cc1ccc2nc(C)c3c(c2c1)N(c1ccccc1)CC3	-11	-2	99	-8	6	11	-2	-0.1	5	x
CN1C(=O)C(O)(CC(=O)c2ccncc2)c2ccccc21 (configuration not stated)	24	6	93	0	2	8	13	4.9	5	-5
CON(C)c1nc(C2CCCCC2)c2cc(C)ccc2n1	-11	0	103	-5	-1	11	5	3.9	1	-1
COc1ccc2c(Cl)c(C(=O)N/N=C3\CCCC(=O)C3)sc2c1	8	2	199	15	1	-12	3	-1.1	4	6
Cc1ccc(-n2nc3c(=O)n(C(C)C(=O)NCc4ccc5c(c4)OCO5)nc(C)c3c2C)cc1 (configuration not stated)	-7	-1	103	5	-3	18	6	-1.2	1	2
C[C@H](CO)N1C[C@H](C)[C@@H](CN(C)C(=O)Nc2ccccc2)Oc2c(NC(=O)C3CCCCC3)cccc2C1=O	6	1	99	-6	3	5	5	-0.8	-2	-14
N#Cc1cnc(SCC(=O)Nc2ccccc2C(F)(F)F)nc1N	8	4	95	-9	-1	-13	4	1.4	9	-3
COc1ccc(-c2noc(CN(C)Cc3ccccc3)n2)c(OC)c1OC	-2	8	109	-8	2	-25	-1	-1.2	-7	9
Cc1ccc(NC(=O)COc2cccnc2[N+](=O)[O-])cc1S(=O)(=O)N1CCOCC1	6	1	103	-4	0	7	4	0.2	8	3
CCn1c(C)nnc1SCC(=O)Nc1ccc(Cl)cc1	2	-6	105	7	-1	-3	-3	-1.5	4	6
O=C(CSc1nnnn1-c1ccc(F)cc1)Nc1ccccc1F	0	2	92	-5	1	0	3	0.2	3	-3
COc1ccccc1CCn1cnc(C)c1CC(C)C	x	-6	97	-4	x	17	x	x	3	x
COc1ccc(S(=O)(=O)N2CCN(c3ccccn3)CC2)cc1[N+](=O)[O-]	-6	-6	96	3	0	-15	-2	-0.7	-3	-3
CC1CCN(C(=O)COC(=O)C2CCN(S(=O)(=O)c3ccc(Cl)c(C(F)(F)F)c3)CC2)CC1	-17	5	97	5	-1	-15	7	1.4	-2	3
CC(C)n1cc(/C=N\NC(=O)c2cc3c(ccc4ccccc43)o2)c2ccccc21	9	4	114	1	1	5	2	0.3	-2	0
C#CCOCCOCCOCCNc1nc(N2CCN(C(=O)Cn3cc(CCCN=C(N)N)nn3)CC2)nc(N2CCN(C(=O)[C@H]([C@@H](C)CC)n3cc(CCC(=O)O)nn3)CC2)n1	6	0	100	-8	2	-4	5	-1.1	9	5
CC(C)c1ccc(CC(=O)N2CCC2(C)C(=O)NCCC#N)cc1 (configuration not stated)	-3	-2	93	7	1	1	-2	0.7	-1	x
O=C1[C@H](Cc2ccccc2)NCCCC[C@@H](c2ccc(Cl)cc2)N1Cc1ccccc1	-7	-8	93	1	-3	18	3	2.9	16	-12
O=C1C2CC=CCC2C(=O)N1Nc1ccccc1 (configuration not stated)	-3	2	101	-8	3	-3	26	0.6	4	-3
Cc1ccc([N+](=O)[O-])cc1S(=O)(=O)N1CCNCC1	4	2	98	-5	3	-33	-14	-3.3	-2	-5
O=C(NCCc1ccco1)C(=O)NCC1CCCN1S(=O)(=O)c1ccccc1 (configuration not stated)	19	-1	89	1	17	-4	-14	-1.6	18	-2
COc1ccc(C)cc1S(=O)(=O)Nc1cc2c3c(c1)CCN3C(=O)CC2	2	-9	96	-12	10	2	7	-1.6	1	2
O=C(Nc1ccccc1-c1nnn(CC(=O)N2CCOCC2)n1)c1ccc(F)cc1	4	6	93	-1	1	8	9	1.4	2	-3
O=C(OC(C(=O)NCc1ccc2c(c1)OCO2)c1ccncc1)c1ccc(Cl)nc1 (configuration not stated)	4	10	102	-10	0	-1	28	-1.1	4	10
COc1ccc(C(=O)OCC(=O)c2ccc3c(c2)NC(=O)CO3)cc1[N+](=O)[O-]	-1	0	97	-6	1	4	5	7.8	1	-2
